TSG101-PTAP inh: blocks PTAP/TSG101 interaction to inhibit HIV-1 budding; 340,000 tested, under 10 active; Potency, µM (series often up to 115 µM), inactives show at the highest dose activity change, negative = inhibition, actives largely listed as inhibitors; AID 493005; Fluorescence polarization, FITC-PTAP peptide / Tsg101 binding; active = well fitted inhibition curve with a large enough effect in the main read-out, with a control signal flat, not every such curve was filed as active; inconclusive = small, poorly fitted or top-dose-only effect, or effect the other way, or a change in a side signal; inactive = no such curve, though single readings can be large or run the other way; also: potency is read from the fitted curve at half-maximal effect; % of control where 0% means no effect
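Steps: Tsg101 binding domain dispensed (10 uM final), compounds pinned in DMSO, FITC-labeled PTAP-motif peptide added (50 nM final); after 20 min binding at room temperature, polarization measured.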
BRCA1 expr up: BRCA1 expression activation. MCF7-BRCA1-FFLuc reporter, luminescence, 48 h; response scale: scaled: vehicle 0%, 10 µM genistein 100%. 1.1% of 380,000 active. Potency, µM (doses to about 46.1 µM), inactives show at the highest dose activation, hits mostly activators; also: potency is read from the fitted curve at half-maximal effect; nearly all actives have a fitted effect of over 80% in size; some results filed as inactive show a strong effect at the top dose
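48 h compound treatment of MCF7-BRCA1-FFLuc cells (phenol-red free MEM, 37 °C), then 15 min with luciferase substrate and luminescence imaging.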
Eya2 phos inh: Eya2 (human) phosphatase inhibition | O00167 | recombinant Eya2, OMFP fluorescence dephosphorylation (OMFP is methylfluorescein phosphate) | Potency, µM (top dose mostly 76.9 µM), for the others: at the highest dose activity, negative = inhibition, actives largely listed as inhibitors | 0.006% of 330,000 active; also: potency is read from the fitted curve at half-maximal effect; % is scaled to controls: 0 for no effect and ±100 for the full control effect
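Eya2 (0.2 uM) preincubated 10 min at ambient with compound, then OMFP substrate added at 50 uM; 10 min reaction in 50 mM HEPES pH 7.5, 50 mM NaCl, 5 uM MgCl2, 0.05% BSA, 1 mM DTT. Fluorescence read at Ex 485/Em 525 nm.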
B2AR arrestin: recruits beta-arrestin to the human beta2-adrenergic receptor | beta-arrestin recruitment to beta2AR, cell-based reporter | Potency, µM (top dose mostly 46.1 µM), for the others: top-dose activation, usual class: activators | AID 492947 | P07550 | 0.02% of 330,000 active;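 also: potency is read from the fitted curve at half-maximal effect; 0% = DMSO controls and full agonism = EC100 isoproterenol or metaproterenol; nearly all actives have a fitted effect of over 65% in size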
Target sequence (P07550 whole entry, looked up): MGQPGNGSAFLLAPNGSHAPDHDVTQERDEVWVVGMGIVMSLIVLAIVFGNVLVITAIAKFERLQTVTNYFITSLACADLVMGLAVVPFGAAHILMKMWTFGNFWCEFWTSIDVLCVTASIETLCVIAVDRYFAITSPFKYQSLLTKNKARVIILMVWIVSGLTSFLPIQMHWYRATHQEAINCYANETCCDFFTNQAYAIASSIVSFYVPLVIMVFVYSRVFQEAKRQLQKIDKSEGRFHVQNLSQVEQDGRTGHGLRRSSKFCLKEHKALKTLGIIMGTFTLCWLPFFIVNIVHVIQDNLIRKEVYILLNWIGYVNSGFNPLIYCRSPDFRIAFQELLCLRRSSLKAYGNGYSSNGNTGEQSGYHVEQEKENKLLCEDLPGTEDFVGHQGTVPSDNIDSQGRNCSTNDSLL
p53 reactivator: restores transcriptional activity of mutant p53. H1299 p53-A138V BP100-luciferase reporter, luminescence, 24 h. Potency, µM (top dose mostly 92.2 µM), without a hit: at the top dose activity change, positive = activation, most hits filed as activators. 0.063% of 320,000 active. AID 504706; also: potency is read from the fitted curve at half-maximal effect; % of control where 0% means no effect; nearly all actives have a fitted effect of over 45% in size
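H1299 (p53-null), stable ts p53-A138V + BP100-Luc; 1000 cells/well, Opti-MEM/10% FBS; cpd 4 pt, 1:5; 24 h, 37 deg C, 5% CO2; detection reagent 10 min RT; luminescence.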
TRPV1 ag: activates the human vanilloid receptor TRPV1; activation, % at 8.33 µM; 0.19% of 320,000 active; AID 540275; TRPV1-expressing cells, Fluo-8 calcium influx, agonist mode; in the data active = activation above about 80%; inconclusive = between about 30% and that limit; also: 0% is about no effect
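Fluo-8 calcium influx in TRPV1-expressing cells, kinetic read (ex 480/em 520 nm). Compound added and read 3 min for agonist activity, followed by capsaicin at EC20 final and 2 min further read for enhancement.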
ELG1 genotoxic: inducers of genotoxicity in HEK293T ELG1-luciferase cells. HEK293T ELG1-luciferase reporter, luminescence, 16 h. Potency, µM (top dose mostly 46 µM), for inactives: top-dose activity change, positive = activation, hits mostly activators. 1.3% of 330,000 active. AID 504466; also: potency is read from the fitted curve at half-maximal effect; % of control where 0% means no effect; nearly all actives have a fitted effect of over 60% in size
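ELG1-luciferase HEK293T cells, 2,000/well; compound pinned in; 16 hr, 37 °C, 5% CO2; ONE-Glo, 30 min RT; luminescence on CCD imager.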
uPA surface inh: cell surface uPA generation inhibition | cell surface uPA generation assay, qHTS | Potency, µM (titrated, usually from 38.3 µM), inactives show at the highest dose activity change, negative = inhibition, hits mostly inhibitors | 0.31% of 330,000 active | AID 540303; active = well fitted inhibition curve with a large enough effect; inconclusive = small, poorly fitted or top-dose-only effect; inactive = no such curve, though single readings can be large or run the other way; tested in mouse RAW 264.7 cells; also: potency is read from the fitted curve at half-maximal effect; % is scaled to controls: 0 for no effect and ±100 for the full control effect; nearly all actives have a fitted effect of over 55% in size
ASM inhibitor: human S-ASM enzyme inhibition. P17405. placental ASM, HMU-PC fluorogenic substrate, 60 min. Potency, µM (series often up to 57.5 µM), without a hit: top-dose activity change, negative = inhibition, most hits filed as inhibitors. 0.006% of 340,000 active; also: potency is read from the fitted curve at half-maximal effect
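Fluorogenic HMU-PC substrate (9 uM final) is turned over by placental ASM in 60 min at 37 C after a 10 min compound preincubation. Reaction ended by alkaline stop (pH 10), with fluorescence read at 386/447 nm.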
USP2a inh: USP2a (human) protease inhibition | O75604 | USP2 core, Ub-CHOP2 coupled fluorogenic reporter, 485/531 | Potency, µM (highest dose often 38.3 µM), for inactives: at the highest dose activity change, negative = inhibition, actives largely listed as inhibitors | 0.01% of 330,000 active | AID 463254;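 also: potency is read from the fitted curve at half-maximal effect; plate controls were DMSO wells for no effect and full inhibition by NEM control for full effect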
Target sequence (O75604 whole entry, looked up): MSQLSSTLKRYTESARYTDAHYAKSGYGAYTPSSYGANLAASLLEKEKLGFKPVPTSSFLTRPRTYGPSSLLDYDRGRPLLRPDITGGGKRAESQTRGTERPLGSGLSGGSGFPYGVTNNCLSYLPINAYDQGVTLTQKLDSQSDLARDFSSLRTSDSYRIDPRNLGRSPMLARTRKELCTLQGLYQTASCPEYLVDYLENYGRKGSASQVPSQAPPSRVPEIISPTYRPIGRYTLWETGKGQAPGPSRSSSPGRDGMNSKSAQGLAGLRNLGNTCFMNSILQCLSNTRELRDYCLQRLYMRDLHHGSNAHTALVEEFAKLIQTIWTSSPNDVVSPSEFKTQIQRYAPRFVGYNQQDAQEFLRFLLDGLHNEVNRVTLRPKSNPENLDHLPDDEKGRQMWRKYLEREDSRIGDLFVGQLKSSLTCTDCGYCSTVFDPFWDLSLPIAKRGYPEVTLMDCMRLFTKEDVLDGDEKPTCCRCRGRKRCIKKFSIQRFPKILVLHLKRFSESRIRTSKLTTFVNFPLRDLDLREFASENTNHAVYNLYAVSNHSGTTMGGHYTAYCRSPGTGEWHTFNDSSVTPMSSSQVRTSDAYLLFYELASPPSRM
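USP2 core (10nM final) preincubated 30min RT with compound in 20mM Tris-HCl pH 8.0, 2mM CaCl2, 2mM beta-mercaptoethanol, 0.05% CHAPS; 25nM Ub-CHOP2 plus 25nM reporter substrate added, fluorescence (Ex485/Em531) read after 60min.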
a7 integrin act: activators of alpha7 integrin expression for muscular dystrophy; alpha7betagal myoblasts, beta-gal FDG fluorescence, 48 h; Potency, µM (highest dose often 38.3 µM), for inactives: top-dose activation, hits mostly activators; 0.064% of 350,000 active; AID 624291;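 also: potency is read from the fitted curve at half-maximal effect; 100% = response of the positive control SU9516; nearly all actives have a fitted effect of over 60% in size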
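Alpha7betagal+/- myoblasts (passage 13) were plated 16-24 hr, then exposed to compounds (1:260 dilution of DMSO stock) for 48 hours at 37C. After MPER lysis, β-galactosidase reporter activity was read as FDG fluorescence (ex 480/em 540) after 30 minutes.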
An asterisk follows results filed as active; i = inactive; u = inconclusive; x = not tested or not shown; [ ] = remark or other dose. Unless noted, calls follow the shape of the dose curve; as a rule, active = well fitted curve in the direction sought with a large enough effect; inconclusive = small, poorly fitted or top-dose-only effect, or another doubt; inactive = no such curve, though single readings can be large; an effect the other way counts as inactive or inconclusive.

Letters – A = TSG101-PTAP inh; B = BRCA1 expr up; C = Eya2 phos inh; D = B2AR arrestin; E = p53 reactivator; F = TRPV1 ag; G = ELG1 genotoxic; H = uPA surface inh; I = ASM inhibitor; J = USP2a inh; K = a7 integrin act
> CCCCN(C(=O)CCC(=O)OCC(=O)NCc1ccccc1)c1c(N)n(CCC)c(=O)[nH]c1=O
  A: 1% | B: 13% | C: 14% | D: -0.3% | E: 1% | F: 3 | G: -4% | H: 7% | I: -1% | J: -6% | K: u
> O=C(CSc1nnnn1Cc1ccccc1)N1CCN(c2ccccc2)CC1
  A: 0% | B: 17% | C: -23% | D: 0.0% | E: 2% | F: 4 | G: 3% | H: 1% | I: 0% | J: 2% | K: -13%
> COc1ccc(NC(=O)N2CCN(S(=O)(=O)c3ccc(F)cc3)CC2)c(OC)c1
  A: -5% | B: -17% | C: 4% | D: -0.1% | E: -1% | F: 26 | G: 0% | H: -1% | I: 1% | J: -4% | K: 17%
> Cc1ccn2c(NC(=O)c3cccs3)c(-c3ccccc3)nc2c1
  A: 1% | B: 14% | C: 10% | D: 0.1% | E: -13% | F: -1 | G: 2% | H: 7% | I: -2% | J: -1% | K: -8%
> CCOc1ccc(NC(=O)CS(=O)CC(=O)N(CC(=O)NC(C)(C)C)C2CCCC2)cc1 (centres undefined)
  A: 3% | B: -2% | C: -15% | D: -0.1% | E: -1% | F: 1 | G: 3% | H: 1% | I: 2% | J: 3% | K: -1%
> CNc1nccc(-c2ccc(Cl)cc2)c1C#N
  A: 0% | B: 0% | C: 0% | D: -0.4% | E: -2% | F: 12 | G: 2% | H: -4% | I: 174%[activator] | J: 0% | K: 0%
> Cn1cc([N+](=O)[O-])c(C(=O)N(Cc2ccccc2)Cc2ccccc2)n1
  A: 1% | B: -8% | C: 0% | D: -2.0% | E: 8% | F: -4 | G: 1% | H: -3% | I: 1% | J: 1% | K: -8%
> CCn1cc(CN2CCCC(CNC(=O)COc3ccccc3OC)C2)c(C)n1 (centres undefined)
  A: -3% | B: -2% | C: 11% | D: -0.2% | E: -2% | F: 2 | G: -1% | H: -4% | I: 1% | J: 0% | K: -24%
> CC(C)(C)c1ccc(-c2noc(-c3ccno3)n2)cc1
  A: 2% | B: u | C: -1% | D: 5.9% | E: 18% | F: x | G: u | H: -11% | I: 13% | J: 0% | K: -43%
> Cc1ccc(/C=C/C(=O)N2CCN(c3ncccn3)CC2)o1
  A: -3% | B: -10% | C: 10% | D: u | E: -20% | F: -4 | G: 6% | H: -8% | I: 5% | J: 2% | K: 13%
> CC1Sc2ccc(S(=O)(=O)CCC(=O)NCc3cccs3)cc2NC1=O (centres undefined)
  A: -3% | B: 0% | C: 0% | D: 0.1% | E: 0% | F: 0 | G: -4% | H: -11% | I: 2% | J: 1% | K: -27%
> CCN(CC)S(=O)(=O)c1ccc2c(c1)nc(SCC(=O)N1CCCCCC1)n2-c1ccc(OC)cc1
  A: 3% | B: -48% | C: 9% | D: 0.5% | E: -6% | F: u | G: -1% | H: 4% | I: 1% | J: 1% | K: -17%
> Cc1cc(Cl)ccc1OCC(=O)NC(=S)Nc1ccccc1N1CCOCC1
  A: -1% | B: 19% | C: 2% | D: -0.4% | E: -1% | F: -2 | G: 6% | H: 6% | I: -2% | J: 1% | K: 30%
> Cc1ccc(NC(=O)C2CCCCC2C(=O)O)cc1Cl (centres undefined)
  A: -3% | B: 0% | C: -2% | D: -0.1% | E: 21% | F: 1 | G: 0% | H: -1% | I: 8% | J: 3% | K: 27%
> CCN(CC(=O)NCc1ccc(Cl)cc1)C(=O)CCc1ccccc1
  A: -10% | B: 0% | C: -9% | D: -1.0% | E: -5% | F: 6 | G: -7% | H: 0% | I: -1% | J: 4% | K: 12%
> COc1cccc(OC)c1C(=O)Nc1nnc(-c2ccc(F)cc2)s1
  A: -4% | B: -38% | C: -5% | D: 0.0% | E: 15% | F: 1 | G: 2% | H: -39% | I: 0% | J: -5% | K: -10%
> CCOc1ccc(S(=O)(=O)N2CCOCC2)cc1NC(=O)CN1C(=O)NC2(CCCCC2)C1=O
  A: -14% | B: 8% | C: 13% | D: 0.1% | E: -5% | F: 1 | G: 4% | H: 8% | I: -3% | J: 1% | K: -2%
> Cc1ccc(OCC(=O)N/N=C2/SCC(=O)N2Cc2ccco2)cc1
  A: -5% | B: -10% | C: 1% | D: 0.0% | E: -5% | F: 2 | G: 0% | H: -2% | I: 2% | J: 1% | K: -24%
> CCC(=O)c1cn(CC(=O)NCc2cccnc2)c2ccccc12
  A: -8% | B: 31% | C: 0% | D: -0.5% | E: -2% | F: -1 | G: -1% | H: 0% | I: -2% | J: 1% | K: -24%
> O=c1c(-c2ccc(F)cc2)coc2cc(O)ccc12
  A: -10% | B: 11µM* | C: 21% | D: 0.2% | E: u | F: -2 | G: u | H: -24% | I: 21% | J: -2% | K: 6%
> O=C(Nc1ccncc1)C1CC(=O)N(c2ccccc2)C1 (centres undefined)
  A: -3% | B: 13% | C: x | D: x | E: x | F: x | G: x | H: 5% | I: 2% | J: x | K: -6%
> CCC(CC)C(=O)Nc1cc([N+](=O)[O-])ccc1F
  A: -4% | B: -23% | C: 8% | D: -0.3% | E: 0% | F: 3 | G: 1% | H: -3% | I: 2% | J: 2% | K: -16%
> COc1cc(-c2noc(C)c2C(=O)NCc2ccc(C)o2)cc(OC)c1OC
  A: -2% | B: 1% | C: -29% | D: 2.5% | E: -1% | F: x | G: 0% | H: -16% | I: 0% | J: 3% | K: 9%
> COc1nc2ccccc2nc1OC
  A: -9% | B: 0% | C: 3% | D: -0.4% | E: 2% | F: -2 | G: 4% | H: 12% | I: -9% | J: 0% | K: 21%
> Cc1nn(CCCC(=O)NC2CCC(C)CC2)c(=O)c2nn(-c3ccccc3)c(C)c12 (centres undefined)
  A: -15% | B: 11% | C: -2% | D: 0.4% | E: 11% | F: 1 | G: -2% | H: 1% | I: 1% | J: 6% | K: -37%
> O=C(NNC(=O)c1cc2ccccc2oc1=O)c1ccccc1[N+](=O)[O-]
  A: -1% | B: 27% | C: -2% | D: 10% | E: u | F: 0 | G: 10% | H: -1% | I: 2% | J: -1% | K: 2%
> Nn1c(Cc2cccc3ccccc23)nnc1SCC(=O)N1CC(=O)Nc2ccccc21
  A: -5% | B: -4% | C: 10% | D: 0.3% | E: -3% | F: 1 | G: -5% | H: 4% | I: 0% | J: 9% | K: -11%
> CC1Cc2ccccc2N1C(=O)NC1CC(=O)N(c2ccc3c(c2)OCCO3)C1 (centres undefined)
  A: -10% | B: -24% | C: 10% | D: 0.2% | E: -5% | F: 4 | G: -3% | H: 1% | I: 3% | J: -2% | K: 2%
> Cc1ccc(S(=O)(=O)c2nc(N3CCOCC3)sc2Cl)cc1
  A: -4% | B: -3% | C: -2% | D: 0.4% | E: -6% | F: 0 | G: 11% | H: 3% | I: 0% | J: 2% | K: -29%
> CNc1nc(N)c([N+](=O)[O-])c(NCC2CCCO2)n1 (centres undefined)
  A: 0% | B: -30% | C: 14% | D: -0.2% | E: 8% | F: 1 | G: 6% | H: -21% | I: 3% | J: 0% | K: 2%
> O=C(CN1CCN(C2CCCCC2)CC1)Nc1ccc(Br)cc1
  A: -2% | B: -16% | C: u | D: 0.1% | E: 13% | F: 4 | G: 0% | H: -1% | I: 1% | J: 0% | K: 4%
> CC1CCN(C(=O)c2ccc(NS(=O)(=O)c3cccs3)cc2)CC1
  A: -2% | B: 41% | C: 12% | D: 0.3% | E: 7% | F: -2 | G: -1% | H: 0% | I: -4% | J: 0% | K: -9%
> C=CCn1c(=N)c(C(=O)NCCCOC)cc2c(=O)n3cccc(C)c3nc21
  A: -3% | B: 1% | C: 16% | D: 0.1% | E: -7% | F: 8 | G: -5% | H: -8% | I: i | J: -3% | K: 17%
> COc1cc2[nH]c(=O)n(CCC(=O)N3CC=C(c4ccccc4)CC3)c(=O)c2cc1OC
  A: 1% | B: 20% | C: 0% | D: 0.0% | E: -6% | F: -1 | G: -2% | H: 2% | I: 1% | J: 2% | K: -20%
> Cc1ccc(N(C)S(=O)(=O)c2cccc(C(=O)N3CCN(Cc4ccccc4)CC3)c2)cc1
  A: -5% | B: -8% | C: -19% | D: 0.4% | E: -4% | F: x | G: -5% | H: -6% | I: -2% | J: 2% | K: 0%

Individual results from the entries so far.
In BRCA1 expr up, C=CCn1c(=N)c(C(=O)NCCCOC)cc2c(=O)n3cccc(C)c3nc21 is listed with 1%
In uPA surface inh, Cc1ccc(N(C)S(=O)(=O)c2cccc(C(=O)N3CCN(Cc4ccccc4)CC3)c2)cc1 is listed with -6%

High-throughput results as filed in PubChem BioAssay.
